# Screening results from PubChem BioAssay.
# D2 agonist: activates the human D2 dopamine receptor | 340,000 compounds, 0.53% hits | activation, % at 2 µM | P14416 | HEK293 T-REx D2 cells, calcium flux agonist mode;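 active means activation over 3 SD above normal in the single-dose calcium agonist read, cut at about 30% in these data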; further: 0% is about no effect
#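 Agonism scored from kinetic calcium signal (1 read/sec, 180 s) following compound pin transfer, after a 10 s baseline. Cells: HEK293 Trex line expressing inducible D2 receptor coupled to calcium, dye-loaded after overnight culture at 30 C.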
# GRP78 ERSR act: inducers of ER stress response in human glioma cells. 420,000 compounds, 0.02% hits. Potency, µM, inactives show at the top dose activation, actives largely listed as activators. AID 602332. U87-MG GRP78 promoter luciferase reporter, 16 h; further: potency means the concentration at half of the fitted maximal effect; series mostly up to about 76 µM; % of control where 0% means no effect; nearly all actives have a fitted effect of over 35% in size
#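 ERSR induction read as luciferase luminescence (Bright-Glo, 10 min at room temperature) in stably transfected human U87-MG glioma cells exposed to compounds for 16 h, using GRP78 as sensor.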
# LDHA inh: blocks human lactate dehydrogenase A; AID 1347041; 480,000 compounds, 0.15% hits; purified LDHA, NADH/diaphorase-resazurin fluorescence; active compounds read low; activity change, % (values are at about 110 or 230 µM); in the data active means activity change below about -30%; inconclusive means mostly about -25% to -30%;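 further: plate controls were DMSO wells for no effect and wells without enzyme for full effect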
#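 LDH5 2 nM; NADH 0.06 mM, pyruvate 0.2 mM; 200 mM Tris pH 7.4, EDTA, Tween-20; 5 min RT. Detection: diaphorase 0.133 mg/mL + resazurin 37 µM, fluorescence ex540/em590 at 0 and 20 min; normalized to enzyme-free and DMSO wells.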
# RGS4 inh: human RGS4 inhibition | Transcreener GDP fluorescence polarization, RGS4-accelerated GTP hydrolysis | Potency, µM (doses to about 114 µM), for inactives: at the highest dose activity change, negative = inhibition, most hits filed as inhibitors | 390,000 compounds, 0.039% hits | AID 504845; further: potency means the concentration at half of the fitted maximal effect; on the % scale 0 is the no-effect control and ±100 the full control effect; nearly all actives have a fitted effect of over 75% in size; some results filed as inactive show a strong effect at the top dose
# Target sequence (P49798 whole entry, looked up): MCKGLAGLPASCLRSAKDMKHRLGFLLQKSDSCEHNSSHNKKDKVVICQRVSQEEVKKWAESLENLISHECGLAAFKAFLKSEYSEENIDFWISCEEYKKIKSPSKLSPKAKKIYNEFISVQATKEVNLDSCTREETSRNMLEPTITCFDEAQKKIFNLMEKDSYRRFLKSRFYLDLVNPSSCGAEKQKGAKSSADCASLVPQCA
#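 MLSMR compounds (23 nl, pin-transferred) preincubated 10 min at room temperature with a 500nM (2x) first reagent, then RGS4 at 900nM (2x) plus Transcreener GDP mix added; fluorescence polarization (620/688 nm) read before and after 90 min at 30 °C.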
# Vif-A3G inh: Vif-A3G binding inhibition | Q9HC16 | HeLa A3G-eYFP + Vif (tagged APOBEC3G with the HIV-1 protein that degrades it), YFP fluorescence, overnight | Potency, µM (titrated, usually from 46.1 µM), for inactives: at the top dose activity, negative = active, usual class: inhibitors | 410,000 compounds, 0.076% hits | AID 602310;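 further: potency means the concentration at half of the fitted maximal effect; on the % scale 0 is the no-effect control and ±100 the full control effect; nearly all actives have a fitted effect of over 60% in size; hits raise eYFP signal because A3G escapes Vif-driven loss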
# Target sequence (Q9HC16 whole entry, looked up): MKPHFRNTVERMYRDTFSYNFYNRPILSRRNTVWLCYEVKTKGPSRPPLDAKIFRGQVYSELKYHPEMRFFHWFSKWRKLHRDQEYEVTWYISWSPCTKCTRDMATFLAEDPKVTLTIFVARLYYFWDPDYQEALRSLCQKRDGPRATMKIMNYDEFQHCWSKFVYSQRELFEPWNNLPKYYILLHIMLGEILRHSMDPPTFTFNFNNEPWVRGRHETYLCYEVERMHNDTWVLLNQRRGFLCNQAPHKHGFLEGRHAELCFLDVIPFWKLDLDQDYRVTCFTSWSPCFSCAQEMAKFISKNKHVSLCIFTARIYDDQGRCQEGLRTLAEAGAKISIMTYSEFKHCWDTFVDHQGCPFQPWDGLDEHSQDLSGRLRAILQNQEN
#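 Read-out is eYFP fluorescence (Ex 488/Em 500-530) from Vif-expressing HeLa A3G-eYFP cells; more signal means A3G escaped Vif-mediated degradation. Cells plated overnight, compound pinned in, incubated overnight at 37 deg C.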
# ERG Ets-DNA blk: ERG Ets/DNA interaction inhibition | 370,000 compounds, 0.028% hits | AID 624246 | Potency, µM (series often up to 76.9 µM), inactives show top-dose FP activity, negative = inhibition, most hits filed as inhibitors | fluorescence polarization, His-ERG Ets domain / labelled DNA; active means well fitted inhibition curve with a large enough effect in the polarisation, with a control signal flat; inconclusive means small, poorly fitted or top-dose-only effect, or effect the other way, or a change in a side signal; inactive means no such curve, though single readings can be large or run the other way; the % refers to the polarisation;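 further: polarization taken with two DNA probes labelled with fluorescein and Texas red; potency means the concentration at half of the fitted maximal effect; % of control where 0% means no effect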
# Target sequence (P11308 whole entry, looked up, the tested form may be a part): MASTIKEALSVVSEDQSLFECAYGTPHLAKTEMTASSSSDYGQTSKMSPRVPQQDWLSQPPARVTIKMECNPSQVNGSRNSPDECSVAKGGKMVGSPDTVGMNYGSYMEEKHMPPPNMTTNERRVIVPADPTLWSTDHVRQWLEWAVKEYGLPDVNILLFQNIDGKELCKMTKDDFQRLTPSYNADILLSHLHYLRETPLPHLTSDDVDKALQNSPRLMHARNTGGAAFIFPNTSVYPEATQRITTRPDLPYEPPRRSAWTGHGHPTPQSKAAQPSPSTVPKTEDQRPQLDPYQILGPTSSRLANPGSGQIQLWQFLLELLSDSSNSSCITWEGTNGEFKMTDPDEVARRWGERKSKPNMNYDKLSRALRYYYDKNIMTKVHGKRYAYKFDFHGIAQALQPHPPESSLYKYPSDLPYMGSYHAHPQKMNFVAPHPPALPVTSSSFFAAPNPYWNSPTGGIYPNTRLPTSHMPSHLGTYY
#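 His-tagged ERG Ets domain (1 uM in the protein solution; 300mM KCl, 50mM Tris-HCl, 1mM EDTA, 1mM DTT, pH 7.5) received compound, then a probe mix of 5 nM fluorescein-DNA and 100nM Texas-615-DNA. Fluorescence polarization was read for both dyes.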
# Vif-APOBEC3F blk: blocks the Vif interaction with APOBEC3F; HeLa A3F-eYFP + Vif (tagged APOBEC3F with the HIV-1 protein that degrades it), YFP fluorescence increase; Potency, µM (doses to about 46.1 µM), without a hit: top-dose activity, negative = active; 390,000 compounds, 0.2% hits; AID 602313; further: potency means the concentration at half of the fitted maximal effect; % of control where 0% means no effect; nearly all actives have a fitted effect of over 65% in size
#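 HeLa cells stably expressing Vif plus C-terminally eYFP-tagged A3F were seeded, incubated overnight at 37 deg C, dosed with compound, incubated overnight again at 37 deg C. Yellow fluorescence (Ex 488/Em 500-530) reported blocked Vif-mediated A3F-eYFP degradation.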
# 12-LOX inh: ALOX12 (human) lipoxygenase inhibition | purified 12hLO, xylenol orange hydroperoxide absorbance | AID 1671190 | P18054 | Potency, µM (highest dose often 108 µM), without a hit: at the top dose activity change, negative = inhibition, hits mostly inhibitors | 580,000 compounds, 1.1% hits; further: potency means the concentration at half of the fitted maximal effect; on the % scale 0 is the no-effect control and ±100 the full control effect
#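 Hydroperoxide product was detected by ferrous iron/xylenol orange as the 573 to 405 nm absorbance ratio. Arachidonic acid at 40 uM (final) was turned over for 30 min at room temperature by 150 nM human 12hLO, pH 7.0 Hepes buffer, after 15 min compound preincubation.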
# D2 antagonist: antagonizes the human D2 dopamine receptor. P14416. HEK293 TREx D2 cells, calcium flux, dopamine EC80. inhibition, % at 10 µM. 340,000 compounds, 2% hits; in the data active means inhibition above about 30%; further: 0% is about no effect
#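 Tetracycline-induced HEK293 TREx cells expressing D2 receptor forced-coupled to calcium signalling, loaded with no-wash calcium dye. Compounds added and calcium flux read 180 s, then dopamine added at EC80 and read a further 180 s.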
# * = called active by the depositor; i = inactive; ? = inconclusive; · = no result given; & = joins results of further samples; [ ] = dose if it differs, or a comment. Unless noted, the call rests on the fitted dose curve; in most records, active means well fitted curve in the direction sought with a large enough effect; inconclusive means small, poorly fitted or top-dose-only effect, or another doubt; inactive means no such curve, though single readings can be large; an effect the other way counts as inactive or inconclusive. A portion of the library (hit frequency here may not be typical).
SMILES,D2 agonist,GRP78 ERSR act,LDHA inh,RGS4 inh,Vif-A3G inh,ERG Ets-DNA blk,Vif-APOBEC3F blk,12-LOX inh,D2 antagonist
Cc1ccc(NC(=O)COC(=O)C2CC2)cc1Cl,0.6,-1%,-1,6%,-3%,7%,-15%,-14%,-13
O=C(CCCN1C(=O)C(c2ccccc2)Oc2cccnc21)NCCc1ccc(Cl)cc1 (configuration not stated),-0.1,5%,-5,-22%,-6%,-7%,-22%,0%,3
CCc1ccccc1-n1ncc(C(=O)Nc2ccc(OC)cc2)c1C,·,5%,-8,-2%[56.9 µM],4%,-2%,9%,49%[activator],·
Cn1c(=O)[nH]c(=O)c2c1nc(Br)n2C/C=N/NC(=O)c1ccccc1,-1.3,3%,-4,-9%,-1%,-2%,1%,i,-49
O=C(N/N=C/c1cc([N+](=O)[O-])ccc1O)c1cccc(N2CCCC2=O)c1,0.8,-3%,0,36%,1%,-1%,-8%,?,-13
CCOC(=O)c1c(NC(=S)NNS(=O)(=O)c2ccc(Br)cc2)sc2c1CCCCC2,0.3,-3%,6,-48%,1%,0%,-4%,32µM*,-4
COc1cc(-c2nnc(SCCOc3ccc(C)c(Cl)c3)o2)cc(OC)c1OC,-1.5,-2%,-3,25%,-2%,-7%,6%,0%,·
CC1=C(C(=O)N(C)C)CC(CC(=O)NC2CCCC2)C(=O)N1Cc1ccccc1 (configuration not stated),·,-5%,-9,·,-1%,·,-6%,4%,·
COc1cccc(C(=O)N2CCN(Cc3cccc(F)c3)CC2)c1,-1.5,-5%,-14,-18%,1%,8%,-4%,?,0
Cc1oc(S(=O)(=O)N2CCCCC2)cc1NC(=O)Nc1ccccc1,0.2,-2%,-5,-5%,2%,-1%,-6%,50%[activator],-5
Cn1ncc(Cl)c1C(=O)NCc1cc(C(C)(C)C)n[nH]1,0.8,-4%,-4,19%,0%,8%,2%,-11%,-2
OCCN1CCN(CC(O)COc2ccc(C34CC5CC(CC(C5)C3)C4)cc2)CC1 (configuration not stated),·,-6%,2,-21%,-8%,-2%,5%,?,·
COc1ccc2c(c1OC)C(C1c3c(cc4c(c3OC)OCO4)CCN1C)OC2=O (configuration not stated),0.2,-2%,1,-1%,-11%,5%,-13%,22%,-7
O=S(=O)(c1ccc(Cl)cc1)c1nc(-c2ccco2)oc1N1CCOCC1,0.8,-2%,-9,-34%,-8%,14%,-20%,?,-20
CCN(CC)S(=O)(=O)c1ccc(-c2nnc(SCC(=O)Nc3ccc(OC)c(OC)c3)o2)cc1,0.5,0%,0,-8%,0%,-2%,-17%,-17%,6
Cc1cc(C)cc(-n2c(SCC(=O)N3CCc4ccccc43)nc3c([nH]c4ccccc43)c2=O)c1,0.9,2%,-6,16%,-1%,8%,1%,-1%,·
O=C(COC(=O)c1ccc(Br)cc1)NCCN1C(=O)CSC1=O,0.3,-6%,-11,?,-5%,?,-14%,?,-11
Cc1ccc(CSC2=NCCN2S(=O)(=O)c2ccc(F)cc2)cc1,-0.6,2%,0,34%,3%,-8%,-7%,14%,-6
CCOc1ccc(CCNC(=O)CCCn2nc(C)c3sc4ccccc4c3c2=O)cc1OCC,1.3,-5%,1,14%,4%,1%,0%,-25%,·
COCC1CCCCN1C(=O)CCCn1nnnc1CN1CCC(C)CC1 (configuration not stated),0.1,-1%,-6,-44%,2%,-2%,5%,11%,9
CC(C)(C)NC(=O)CSc1nnc(C2CC2)n1Cc1ccccc1,0.6,-2%,-8,6%,-4%,-1%,0%,-9%,7
CC(=O)Nc1ccc(S(=O)(=O)N2CCC(C(=O)NCCC(=O)NCc3ccncc3)CC2)cc1,0.4,-3%,-5,14%,4%,0%,-4%,4%,-8
CC1=C(c2ccc(C)c(C)c2)S(=O)(=O)N(Cc2ccc(C(=O)NC(C)c3ccccc3)cc2)C1=O (configuration not stated),0.7,·,1&-2,-26%,·,4%,·,0%&-25%,·
CSc1ncc(Cl)c(C(=O)N(C)c2ccccc2)n1,-0.7,2%,0,-19%,6%,-1%,1%,-25%,·
Cc1cc2oc(C(=O)Nc3ccc(S(=O)(=O)Nc4ncccn4)cc3)cc(=O)c2cc1C,-1.3,0%,-6,-5%,2%,-1%,1%,-24%,·

# (further entries)
SMILES,D2 agonist,GRP78 ERSR act,LDHA inh,RGS4 inh,Vif-A3G inh,ERG Ets-DNA blk,Vif-APOBEC3F blk,12-LOX inh,D2 antagonist
CCOCC(=O)OCC(=O)NC12CC3CC(CC(C3)C1)C2,1.5,-2%,0,-6%,-9%,-13%,3%,11%,1
Cc1ccc(C(=O)NCCn2cc(SCC(=O)N3CCOCC3)c3ccccc32)cc1,0.9,-5%,0,-11%,1%,1%,-2%,36%[activator],-33
COc1ccc2c(c1)c1c(c(=O)n(-c3ccccc3C)c(=O)n1Cc1ccccc1C)n2C,·,-4%,0,-2%,1%,-1%,-4%,0%,·
Cc1ccccc1CCN(CC(=O)NCc1ccc(F)cc1)C(=O)c1csnn1,-0.7,2%,-13,-12%,-1%,11%,?,-3%,-9
COc1ccc(N(C(=O)Cn2nnc(-c3ccc(Cl)cc3)n2)C(C(=O)NCC2CCCO2)c2ccc(C)cc2)cc1 (configuration not stated),·,-1%,0,-18%,1%,10%,-8%,0%,·
O=C(NCc1ccccc1)Oc1cccc(Cl)c1,0.6,-1%,-2,-10%,0%,-1%,0%,?,-1
O=c1cccc(-c2ccc(Br)cc2)o1,0.3,-8%,-7,18%,-1%,6%,-12%,0%,-10
CCOC(=O)c1c(/N=C/c2cccc(C)c2O)sc2c1CCN(C)C2,0.0,-3%,-2,-46%,-1%,·,0%,·,-19
O=c1oc2ccccc2c(=O)c2ccccc12,·,-1%,-3,13%,2%,1%,4%,?,·
O=C1NC(=Nc2ccccc2)S/C1=C/c1cccs1,-0.8,1%,-5,3%,-29%,13%,-8%,-23%,11
O=C(NCCc1nc2ccccc2[nH]1)c1ccc(F)cc1,-0.3,2%,-4,1%,-6%,-7%,-3%,16%,14
CC(=O)NC(=S)Nc1cccc2c(C)cc(C)nc12,1.2,-1%,-2,22%,0%,0%,-1%,2%,-3
Cc1ccnc(NS(=O)(=O)c2cc(-c3cc(C)no3)ccc2C(C)C)c1,0.4,10%,1,5%,-2%,3%,-13%,1%,-4
COc1ccc(-c2cc(=O)oc3cc(OC(C)C(=O)NCc4ccccn4)ccc23)cc1 (configuration not stated),-0.8,0%,1,4%,-3%,1%,-2%,10%,-11
O=C(C1CC(=O)N(c2ccccc2)C1)N1CCN(C2=NS(=O)(=O)c3ccccc32)CC1 (configuration not stated),-2.0,-5%,-9,21%,-7%,-2%,-3%,23%,-9
Fc1ccc(-n2c(CN3CCCCC3)n[nH]c2=S)cc1,0.3,6%,0,-39%,-1%,12%,5%,4%,-13
CS(=O)(=O)N1CCCC(C(=O)NCCCN2CCc3ccccc3C2)C1 (configuration not stated),-0.8,-2%,0,36%,-1%,·,-7%,5%,4
CCCCC1S/C(=N/N=C/c2cccs2)NC1=O (configuration not stated),-0.6,-4%,-2,2%,2%,10%,8%,-13%,1
C[C@@H]1CN([C@H](C)CO)C(=O)c2c(c3ccccc3n2C)-c2ccccc2CO[C@H]1CN(C)C(=O)CCC(F)(F)F,·,-3%,-3,·,-4%,·,-8%,?,·
CCN1CCN(Cc2ccc(NC(=O)c3cc(NC(=O)C(=O)c4c[nH]c5ccccc45)cc(OC)c3)cc2C(F)(F)F)CC1,-0.8,-11%&-11%,-2&0,-14%,?,17%,2%&-2%,-105%,5
CS(=O)(=O)N1N=C(c2cccs2)CC1c1ccco1 (configuration not stated),-0.1,1%,-4,-14%,4%,-5%,-6%,-8%,4
CC(=O)N1CCCc2ccc(NS(=O)(=O)c3ccccc3)cc21,-0.2,0%,-4,9%,2%,1%,-8%,3%,·
Cc1c(C(=O)NCc2ccc3c(c2)OCCO3)sc(=O)n1Cc1ccccc1C(F)(F)F,·,-2%,-1,·,-10%,·,·,3%,·
CCN(C(=O)c1cccn(Cc2ccccc2C)c1=O)c1ccccc1,0.6,-6%,5,-15%,-7%,-6%,-8%,-16%,·
COc1cccc(CNC(=O)Cc2c(C(=O)O)c(C)cn2C)c1,0.5,-1%,1,-24%,3%,-1%,10%,?,·
Cc1ccc(C2NCCS2)cc1 (configuration not stated),-0.4,-7%,-5,-4%,0%,-4%,5%,38%[activator],17
OCC1(CCOc2ccccc2)CCN(CCCn2cccn2)CC1,6.6,2%,-6,-2%,0%,-1%,0%,9%,-35
O=C(Oc1cccc2c(O)cccc12)c1ccccc1,0.6,-4%,15,?,-13%,10%,1%,?,-19

# Profiles, quoted from the list:
# COc1ccc(-c2cc(=O)oc3cc(OC(C)C(=O)NCc4ccccn4)ccc23)cc1 (configuration not stated) reads D2 agonist = -0.8; GRP78 ERSR act = 0%; LDHA inh = 1; RGS4 inh = 4%; Vif-A3G inh = -3%; ERG Ets-DNA blk = 1%; Vif-APOBEC3F blk = -2%; 12-LOX inh = 10%; D2 antagonist = -11
# CC(=O)NC(=S)Nc1cccc2c(C)cc(C)nc12 reads D2 agonist = 1.2; GRP78 ERSR act = -1%; LDHA inh = -2; RGS4 inh = 22%; Vif-A3G inh = 0%; ERG Ets-DNA blk = 0%; Vif-APOBEC3F blk = -1%; 12-LOX inh = 2%; D2 antagonist = -3
